# Screening results: PubChem, several laboratories
# RBBP9 inhibitor: human RBBP9 hydrolase inhibition | O75884 | recombinant RBBP9, FP-Rh probe fluorescence polarization | inhibition, % at 7.94 µM | 220,000 compounds, 0.2% hits | AID 1515;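 active = inhibition above the campaign mean of all tested compounds plus 3 SD, cut at about 14% in these data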;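 note: plate controls were DMSO wells with RBBP9 for no effect and wells lacking RBBP9 protein for full effect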
#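 System: RBBP9 protein / Quantity: 2.5 µM RBBP9 dispensing solution, before mixing / Also added: Serine-hydrolase probe FP-Rh, 375 nM pre-mixing / Dosing: 7.94 µM single dose, 0.794% DMSO / Timing: enzyme-compound preincubation 30 min, then probe labeling 45 min, 25 °C / Signal: FP readout at 525/598 nm / Controls: DMSO-treated enzyme wells and wells lacking RBBP9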
# Furin inh: inhibitors of human furin | P09958 | purified furin, fluorogenic substrate cleavage | inhibition, % at 30 µM | 220,000 compounds, 0.061% hits | AID 463115; in the data active = inhibition above about 25%; note: inactives centre near -15
# Target sequence (P09958 108-714 limits assumed): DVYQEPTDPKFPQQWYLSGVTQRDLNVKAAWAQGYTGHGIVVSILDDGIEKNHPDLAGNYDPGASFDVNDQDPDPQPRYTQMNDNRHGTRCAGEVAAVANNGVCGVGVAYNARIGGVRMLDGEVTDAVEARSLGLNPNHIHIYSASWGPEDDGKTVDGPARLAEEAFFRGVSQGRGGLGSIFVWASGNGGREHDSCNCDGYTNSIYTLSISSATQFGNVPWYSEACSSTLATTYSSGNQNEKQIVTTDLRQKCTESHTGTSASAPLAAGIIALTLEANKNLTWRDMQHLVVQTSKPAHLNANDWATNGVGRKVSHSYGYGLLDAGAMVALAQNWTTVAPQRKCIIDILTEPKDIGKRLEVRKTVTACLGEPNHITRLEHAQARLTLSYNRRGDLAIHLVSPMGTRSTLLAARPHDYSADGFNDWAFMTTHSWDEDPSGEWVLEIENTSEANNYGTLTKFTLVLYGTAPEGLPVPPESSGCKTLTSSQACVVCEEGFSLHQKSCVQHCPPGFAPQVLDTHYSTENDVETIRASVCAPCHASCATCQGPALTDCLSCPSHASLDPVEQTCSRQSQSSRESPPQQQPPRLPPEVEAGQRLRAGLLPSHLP
# Ba/F3 V617F tox: reduce viability of Ba/F3 cells dependent on JAK2V617F; Ba/F3 EpoR-JAK2V617F viability, ATP luminescence; inhibition, % at 5.6 µM; 220,000 compounds, 1.1% hits; AID 1446;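 active = inhibition above the campaign mean plus 3 SD over all tested compounds, cut at about 24% in these data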;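 note: cytokine-independent growth of Ba/F3 cells driven by EpoR plus mutant JAK2; 0% = DMSO-treated cells and 100% = JAK inhibitor I control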
# EP2 antag: EP2 receptor (human) inhibition; P43116; C6 glioma cells expressing human EP2, cAMP TR-FRET; cells stimulated with saturating PGE2; inhibition, % at 25 µM; 260,000 compounds, 0.52% hits; AID 1422;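 active = percent inhibition above 40 after rounding to a whole number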;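 note: rat C6 glioma host cells with rolipram phosphodiesterase inhibitor present; the protocol text gives 20 µM as final concentration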
# Target sequence (P43116 whole entry, looked up): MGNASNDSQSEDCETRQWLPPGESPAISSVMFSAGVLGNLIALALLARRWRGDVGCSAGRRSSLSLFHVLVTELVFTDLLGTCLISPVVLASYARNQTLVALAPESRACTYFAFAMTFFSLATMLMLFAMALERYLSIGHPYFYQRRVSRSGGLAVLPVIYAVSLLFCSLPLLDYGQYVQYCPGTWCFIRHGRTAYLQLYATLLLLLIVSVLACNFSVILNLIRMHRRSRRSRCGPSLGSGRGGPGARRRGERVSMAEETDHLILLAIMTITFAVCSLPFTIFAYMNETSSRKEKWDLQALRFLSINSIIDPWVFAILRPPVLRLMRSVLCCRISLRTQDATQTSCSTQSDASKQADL
# NCF1 inh: blocks human p47phox regulatory protein of NADPH oxidases; P14598; p47phox/p22phox peptide binding, fluorescence polarization, 2 h; inhibition, % at 24.7 µM; 220,000 compounds, 0.53% hits;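 active = inhibition above about 30%, limit read from the data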;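 note: 0% = p47phox with labelled peptide and 100% = labelled peptide alone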
# PPC-1+TRAIL kill: kills PPC-1 cancer cells in the presence of TRAIL; PPC-1 cells + TRAIL, ATPLite viability luminescence; cell killing (% activity), % at 4 µM; 220,000 compounds, 0.41% hits; AID 1443;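 active = cell killing above 50% in the first pass at 4 µM, then a duplicate retest at 5 µM averaging 50% or more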;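 note: plate controls were cells with TRAIL plus DMSO for no effect and medium-only wells lacking cells for full effect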
# TbHK1 inh: blocks Trypanosoma brucei hexokinase 1 activity; 220,000 compounds, 0.11% hits; inhibition, % at 10 µM; AID 1430; recombinant TbHK1, G6PDH-coupled NADH A340;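 active = inhibition of 50% or more in the single-dose primary screen; inactive = inhibition below 50%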
# BaF3 tox: parental Ba/F3 viability inhibition as JAK2V617F counter-screen | CellTiter-Glo ATP luminescence | inhibition, % at 5.6 µM | 220,000 compounds, 1.1% hits;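 active = inhibition above a per-campaign cutoff, the mean inhibition of all tested compounds plus 3 SD, cut at about 27% in these data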;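 note: 0% = DMSO wells and 100% = JAK Inhibitor I control wells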
# p97 ATPase inh: inhibitors of human p97 ATPase. P55072. recombinant p97 ATPase, Kinase-Glo ATP luminescence, 3 h. inhibition, % at 8 µM. 220,000 compounds, 0.42% hits. AID 1481; in the data active = inhibition above about 15%;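 note: 0% = DMSO vehicle and 100% = wells lacking enzyme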
# Starred values were filed as active, the others as inactive; / = no result given; & = joins results of further samples; [ ] = another dose, or the depositor's remark. This is a subset; count on the stated rates, not on these rows.
SMILES,RBBP9 inhibitor,Furin inh,Ba/F3 V617F tox,EP2 antag,NCF1 inh,PPC-1+TRAIL kill,TbHK1 inh,BaF3 tox,p97 ATPase inh
N/C(=N\c1nc2c(c(=O)[nH]1)CCC2)Nc1ccccc1,1,-16,-4,4,-15,3,35,-1,9
O=c1[nH]c(-c2ccccc2)nnc1-c1ccccc1,-5,-27,2,10,-5,12,-18,2,0
Cc1nnc(SCC(=O)c2ccccc2F)n1Cc1ccccc1,0,-20,-4,4,-11,5,-13,-1,5
c1ccc(Cn2nnnc2C(c2cccs2)N2CCOCC2)cc1 (stereo unspecified),-4,-21,-2,2&16,-12,20,5,2,5
O=C(O)C=C1C2CC3CC(C2)CC1C3,-8,2,3,8,-9,-4,-2,4,-7
COC(=O)c1nn(-c2cccc(C)c2)c2nnc(Cc3ccc(C)cc3)c(=O)n12,-1,-6,3,3,2,18,1,7,-2
Cc1occc1C(=O)NNC(=O)c1ccccc1Br,-10,0,2,4,1,32,0,4,-7
COC(=O)c1cc(-c2ccc(S(=O)(=O)N3CCCC(C)C3)cc2)c(C(F)(F)F)s1 (stereo unspecified),-8,-19,-2,1,-18,11,2,-3,-5
Fc1cccc(F)c1CN1CCN(c2ncccn2)CC1,-2,-21[20 µM],-3,6,-6,6,1,1,7
O=C(O)Cn1cc(/C=C/[N+](=O)[O-])c2ccccc21,-5,-8,-2,3,-18,-2,0,8,10
Cc1ccc(NC(NC(=O)c2cccs2)C(Cl)(Cl)Cl)cc1 (stereo unspecified),0,-18[20 µM],-3,18,-6,-3,0,6,6
CC(=O)c1c(C)[nH]c(C(=O)NCCCN2CCCC2)c1C,-3,-25,-3,12,-13,10,-4,-2,2
O=C(CS(=O)(=O)c1c[nH]c2ccccc12)N1CCc2ccccc21,7,-29,1,6,-3,16,-5,-5,-1
CCOC(=O)Cn1c(CN2CCN(c3cccc(Cl)c3)CC2)nc2c1c(=O)[nH]c(=O)n2C,-3,-4,-2,7,-5,17,2,1,1
CCOC(=O)N1CCN(C(=O)CS(=O)Cc2nc(-c3ccc(C)cc3)oc2C)CC1 (stereo unspecified),1,-27,-6,10,-9,-2,0,8,3
CC(=O)c1c(C)[nH]c(C(=O)CSc2nnc(-c3ccco3)n2Cc2ccccc2)c1C,0,-13,-3,13,-18,27,-25,0,2
COc1c(CC=C(C)C)cc(C2CC(=O)c3c(O)cc(O)cc3O2)cc1CC=C(C)C (stereo unspecified),/,-2,/,20,-5,18,-18,/,/
O=C(Nc1ccc2oc(-c3ccncc3)nc2c1)c1ccc2c(c1)OCCO2,-2,-22,1,6,1,40,-14,-4,5
O=c1oc2ccccc2c(NCCc2ccccc2)c1[N+](=O)[O-],3,-17,-3,6,17,18,-1,4,2
CCN(CC)c1ccc(-c2nc3cnccc3n2C)cc1,3,-16,-4,26,-2,30,-27,0,4

# Rewritten bar-delimited: 16 of the compounds above
Compound | RBBP9 inhibitor | Furin inh | Ba/F3 V617F tox | EP2 antag | NCF1 inh | PPC-1+TRAIL kill | TbHK1 inh | BaF3 tox | p97 ATPase inh
O=c1[nH]c(-c2ccccc2)nnc1-c1ccccc1 | -5 | -27 | 2 | 10 | -5 | 12 | -18 | 2 | 0
Cc1nnc(SCC(=O)c2ccccc2F)n1Cc1ccccc1 | 0 | -20 | -4 | 4 | -11 | 5 | -13 | -1 | 5
c1ccc(Cn2nnnc2C(c2cccs2)N2CCOCC2)cc1 (stereo unspecified) | -4 | -21 | -2 | 2&16 | -12 | 20 | 5 | 2 | 5
O=C(O)C=C1C2CC3CC(C2)CC1C3 | -8 | 2 | 3 | 8 | -9 | -4 | -2 | 4 | -7
COC(=O)c1nn(-c2cccc(C)c2)c2nnc(Cc3ccc(C)cc3)c(=O)n12 | -1 | -6 | 3 | 3 | 2 | 18 | 1 | 7 | -2
Cc1occc1C(=O)NNC(=O)c1ccccc1Br | -10 | 0 | 2 | 4 | 1 | 32 | 0 | 4 | -7
COC(=O)c1cc(-c2ccc(S(=O)(=O)N3CCCC(C)C3)cc2)c(C(F)(F)F)s1 (stereo unspecified) | -8 | -19 | -2 | 1 | -18 | 11 | 2 | -3 | -5
Fc1cccc(F)c1CN1CCN(c2ncccn2)CC1 | -2 | -21[20 µM] | -3 | 6 | -6 | 6 | 1 | 1 | 7
O=C(O)Cn1cc(/C=C/[N+](=O)[O-])c2ccccc21 | -5 | -8 | -2 | 3 | -18 | -2 | 0 | 8 | 10
Cc1ccc(NC(NC(=O)c2cccs2)C(Cl)(Cl)Cl)cc1 (stereo unspecified) | 0 | -18[20 µM] | -3 | 18 | -6 | -3 | 0 | 6 | 6
CC(=O)c1c(C)[nH]c(C(=O)NCCCN2CCCC2)c1C | -3 | -25 | -3 | 12 | -13 | 10 | -4 | -2 | 2
O=C(CS(=O)(=O)c1c[nH]c2ccccc12)N1CCc2ccccc21 | 7 | -29 | 1 | 6 | -3 | 16 | -5 | -5 | -1
CCOC(=O)Cn1c(CN2CCN(c3cccc(Cl)c3)CC2)nc2c1c(=O)[nH]c(=O)n2C | -3 | -4 | -2 | 7 | -5 | 17 | 2 | 1 | 1
CCOC(=O)N1CCN(C(=O)CS(=O)Cc2nc(-c3ccc(C)cc3)oc2C)CC1 (stereo unspecified) | 1 | -27 | -6 | 10 | -9 | -2 | 0 | 8 | 3
CC(=O)c1c(C)[nH]c(C(=O)CSc2nnc(-c3ccco3)n2Cc2ccccc2)c1C | 0 | -13 | -3 | 13 | -18 | 27 | -25 | 0 | 2
COc1c(CC=C(C)C)cc(C2CC(=O)c3c(O)cc(O)cc3O2)cc1CC=C(C)C (stereo unspecified) | / | -2 | / | 20 | -5 | 18 | -18 | / | /

# Additional compounds
SMILES,RBBP9 inhibitor,Furin inh,Ba/F3 V617F tox,EP2 antag,NCF1 inh,PPC-1+TRAIL kill,TbHK1 inh,BaF3 tox,p97 ATPase inh
Cc1cc(NC(=S)NC(=O)c2ccccc2)ccc1-c1cc2ccccc2oc1=O,1,-18,0,6,-27,-19,18,6,3
Cc1cc(Cl)ccc1N1C(=O)CC(SCCC(=O)O)C1=O (stereo unspecified),-1,-19[20 µM],1,6,5,-11,1,6,1
CCc1cccc(CC)c1NC(=S)N(CCN(C)C)C(C)c1cccnc1 (stereo unspecified),1,-15,-2,9,-5,2,3,6,2
NS(=O)(=O)c1ccc(NC(=O)COC(=O)COc2ccc3ccccc3c2)cc1,-7,-17,4,1,-6,20,10,9,-3
O=C(CSC(=S)N1CCOCC1)Nc1ncc2c(n1)CC(c1ccco1)CC2=O (stereo unspecified),0,-14,2,11,-10,12,-9,-4,-2
O=C(c1ccc(F)cc1)N(Cc1ccccc1)C1CCS(=O)(=O)C1 (stereo unspecified),-16,-14,-1,13,-5,20,5,2,0
CCCc1ccc(-c2cc(C(=O)NCCc3ccc(S(N)(=O)=O)cc3)c3ccccc3n2)cc1,-5,-31[20 µM],0,8,-6,38,-11,-1,3
O=C(CCc1nc(-c2ccccc2)no1)NCC1CCCO1 (stereo unspecified),-9,-15,0,/,-6,5,4,1,2
COc1c(Cl)cc(Cl)cc1CNCCNCCO,-3,-11[20 µM],1,11,-2,-15,-3,2,-4
COc1ccc(/C=N/NC(=O)c2cccnc2)cc1COc1ccc([N+](=O)[O-])c(C)c1,-26,-2,25*,27,-21,2,-43,18,2
COc1ccc(NC(=O)CSc2nc(NS(=O)(=O)c3ccccc3)cc(=O)[nH]2)cc1,3,-27,0,14,-10,15,1,-2,4
CCOc1ccc(CNC(=O)C2CCN(S(=O)(=O)CC)CC2)cc1OC,-1,-14,6,10,-5,6,3,5,0
CC(C)(C)c1ccc(NC(=O)COC(=O)CCN2C(=O)c3cccc([N+](=O)[O-])c3C2=O)cc1,-3,-10,-1,8,11,9,4,2,0
CCOC(=O)c1c(-c2ccccc2)nc2cc(C)ccn12,-3,-24[20 µM],-2,6,-3,14,2,-1,-3
Cc1ccc(C)c(N(C(=O)c2nsc(Cl)c2Cl)C(C(=O)NC2CCCC2)c2ccc(O)cc2)c1 (stereo unspecified),-11,-20,4,11,-6,12,1,6,-7
CCOC(=O)c1c(C)[nH]c(C)c1C(=O)CSc1ncccn1,-11,-7[20 µM],2,3,-9,-3,-4,4,0
COc1ccc(-c2cc(C(F)(F)F)n3nc(C(=O)N(C)Cc4ccccc4)cc3n2)cc1OC,-12,-11,2,5,-7,5,-6,6,0
CC(=O)Nc1coc2ccc(Br)cc12,10,-22,-5,23,-9,-4,4,1,1
Nc1[nH]n2c(=O)cc(-c3ccccc3)nc2c1N=Nc1ccc2c(c1)OCO2,-11,-3,5,4,-14,8,6,12,1
NC(=O)C1CCN(C(=O)Nc2csc3ccccc23)CC1,-6,-20,-1,3,-6,-6,-10,-5,4
CCC1(CC)Cc2ccccc2C2=C(C(=O)N3CCCCC3)C(=O)C(=O)N21,-8,-11,0,7,-4,16,-23,-1,0
CC1Cc2ccccc2N1S(=O)(=O)c1cccc(C(=O)OCC(=O)NC2CCS(=O)(=O)C2)c1 (stereo unspecified),-5,-1[20 µM],-2,6,-8,-6,-2,3,1
Cc1cccc(C(=O)Nc2ccccc2SCC2CSc3nc4ccccc4c(=O)n32)c1 (stereo unspecified),-2,-10[20 µM],-2,/,-2,-1,-3,1,4
Cc1ccccc1-n1c(Cn2c(=O)sc3ccccc32)nnc1SCC(=O)NCC1CCCO1 (stereo unspecified),2,-13,-2,8,-7,4,-7,4,0
CN1C(=O)C2(OCC(COc3ccc(Cl)cc3)O2)c2ccccc21 (stereo unspecified),-3,-11[20 µM],5,5,-13,-12,8,6,-5
O=C(COc1ccc(S(=O)(=O)NC2CCCCC2)cc1)N1CCN(c2ccc(F)cc2)CC1,-8,-24,2,12,-15,26,-4,7,-2
CCCN(CCC)CCNC(=O)C1CCCN(S(=O)(=O)c2ccc3c(c2)oc(=O)n3C)C1 (stereo unspecified),-2,-14,1,3,-8,5,0,3,0
CCCCCCCOC(=O)c1ccc(OC(=O)c2cccnc2)cc1,-3,-8[20 µM],1,5,10,27,-11,5,-6
COc1cc(C=O)ccc1OCCCCOc1ccccc1[N+](=O)[O-],-6,-10,4,5,-5,25,-9,11,-6
CCOC(=O)N1CCC(NC(=O)c2cccc3c2C(=O)N(CCOC)C3)CC1,3,-32,3,9,0,11,-4,6,-3
c1cc2ccc3ccc(CN4CCOCC4)c4ccc(c1)c2c34,-3,-30[20 µM],0,8,-5,11,-38,-1,3
COc1ccc(Cn2c(=O)[nH]c3cc(OC)c(OC)cc3c2=O)cc1,-10,-16,1,3,13,0,0,4,-3
O=C(CSCc1ccc(Cl)cc1)Nc1ccccc1C(=O)N1CCOCC1,0,-23,-2,-3,2,-6,-2,2,2
O=C(Nc1nc(-c2cc(Cl)sc2Cl)cs1)c1cccs1,-14,-14,1,15,-37,18,1,5,1
COc1ccc([C@H]2[C@H](C(=O)OC(C)(C)C)N3N=Cc4ccccc4C3C23C(=O)c2ccccc2C3=O)c(OC)c1 (stereo partly specified),-5,-18,3,6,-38,16,-28,9,-3
COc1ccc(C(=O)/C=C/c2ccccc2)c(OC)c1,-9,-19,-5,22,-3,16,-22,-9,2
O=C(Cc1ccc(Br)cc1)N/N=C/c1ccc(-c2cccc(C(=O)O)c2)o1,-2,-9,0,11,2,5,-53,1,4
COc1ccc(C(=O)N/C=C/n2cnc3cc(C(F)(F)F)ccc32)cc1,4,-29,-2,6,-8,17,-7,-9,3
